# Mcl1-Noxa inh: Mcl-1/Noxa binding inhibitors, primary screen, biochemical, TR-FRET, 1536-well | TR-FRET Mcl-1/Noxa peptide binding, 2 h | inhibition, % at 21.7 µM | 220,000 compounds, 1.5% hits;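 active means compounds that cut the protein-peptide binding signal by more than 50% relative to plate controls in a single-dose test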;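 further: His-tagged Mcl-1 with rhodamine Noxa BH3 peptide and terbium anti-His antibody; 0% = Mcl-1 plus Noxa peptide wells and 100% = peptide-only wells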
# Mcl1 Bid PPI: Mcl-1/Bid binding inhibitors, primary screen, biochemical, TR-FRET, 1536-well; Induced myeloid leukemia cell differentiation protein Mcl-1 (Homo sapiens), Q07820; TR-FRET Mcl-1/Bid-Dy647 peptide binding; inhibition, % at 21.7 µM; 220,000 compounds, 0.97% hits; AID 1021, 2008;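 active means compounds that cut the binding signal by more than half at the single screening dose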;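 further: His-tagged Mcl-1 with europium anti-His antibody binding Bid BH3 peptide; 0% = Mcl-1 plus peptide wells and 100% = peptide-only wells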
# Bcl-2 Bim block: inhibitors of Bim-Bcl-2 binding, primary screen, biochemical, multiplexed, human Bcl-2 family | inhibition, % at 10 µM | 190,000 compounds, 0.06% hits | Bead-based flow cytometry, Bim peptide-Bcl-2 binding; in the data active means inhibition above about 40%; inconclusive means no clear call, values can overlap the other calls;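 further: 0% = no compound wells with probe peptide and 100% = reference peptide inhibitor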
# Target sequence (P10415 whole entry, looked up): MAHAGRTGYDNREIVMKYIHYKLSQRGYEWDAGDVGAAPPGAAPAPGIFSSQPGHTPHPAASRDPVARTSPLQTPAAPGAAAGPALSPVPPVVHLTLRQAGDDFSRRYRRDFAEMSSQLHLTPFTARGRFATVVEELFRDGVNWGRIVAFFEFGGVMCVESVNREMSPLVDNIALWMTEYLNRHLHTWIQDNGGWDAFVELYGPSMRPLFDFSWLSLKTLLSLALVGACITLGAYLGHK
# RGS4-Gao reg: modulators of RGS4 binding to Galphao, primary screen, biochemical, multiplexed bead flow cytometry | actives lie on both sides | 220,000 compounds, 0.33% hits | AID 1415, 2008 | binding response (% of control), % at 10 µM | Guanine nucleotide-binding protein G(o) subunit alpha (Homo sapiens), P09471; in the data active means binding response below about 49% or above about 150%; inactive means in between;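 further: fluorescent Galphao activated with aluminum fluoride binding bead-coupled RGS4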
# Target sequence (P09471 whole entry, looked up): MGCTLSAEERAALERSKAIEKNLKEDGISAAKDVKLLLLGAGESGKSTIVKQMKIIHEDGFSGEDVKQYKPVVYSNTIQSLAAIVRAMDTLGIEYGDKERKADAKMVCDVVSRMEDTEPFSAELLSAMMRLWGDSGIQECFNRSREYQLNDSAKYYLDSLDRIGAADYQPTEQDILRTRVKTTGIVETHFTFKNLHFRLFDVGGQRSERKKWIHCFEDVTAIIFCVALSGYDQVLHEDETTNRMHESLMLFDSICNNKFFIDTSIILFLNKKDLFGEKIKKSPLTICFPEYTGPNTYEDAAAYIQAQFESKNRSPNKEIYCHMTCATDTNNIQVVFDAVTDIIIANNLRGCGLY
# RGS8-Gao: RGS8-Galphao binding modulators, primary screen, biochemical, multiplexed bead flow cytometry; Guanine nucleotide-binding protein G(o) subunit alpha (Homo sapiens), P09471; actives lie on both sides; response (percent of control binding), % at 10 µM; 220,000 compounds, 0.34% hits; in the data active means response below about 60% or above about 140%; inactive means in between;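 further: Galphao activated as the GDP aluminium fluoride complex binding bead-coupled RGS8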
# Bfl-1 Bim block: inhibitors of Bim binding to Bfl-1, primary screen, biochemical, multiplexed, bead-based flow cytometry; 190,000 compounds, 0.12% hits; Bcl-2-related protein A1 (Homo sapiens), Q16548; inhibition, % at 10 µM; AID 1008, 2008; Bim-Bfl-1 binding inhibition;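 further: 0% = wells without compound plus tracer and 100% = blocker peptide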
# Bcl-XL Bim block: inhibitors of Bim-Bcl-XL binding, primary screen, biochemical, multiplexed, bead flow cytometry, human Bcl-XL; Bim peptide-Bcl-XL binding, fluorescence; Bcl-2-like protein 1 (Homo sapiens), Q07817; 190,000 compounds, 0.04% hits; inhibition, % at 10 µM
# Target sequence (Q07817 whole entry, looked up): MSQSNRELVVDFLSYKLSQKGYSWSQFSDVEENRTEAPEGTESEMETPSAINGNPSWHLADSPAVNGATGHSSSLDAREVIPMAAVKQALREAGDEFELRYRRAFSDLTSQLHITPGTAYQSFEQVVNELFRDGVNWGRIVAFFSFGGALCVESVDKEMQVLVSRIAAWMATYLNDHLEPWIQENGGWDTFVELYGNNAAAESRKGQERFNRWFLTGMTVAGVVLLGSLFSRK
# RGS7-Gao reg: RGS7-Galphao binding modulators, primary screen, biochemical, multiplexed bead flow cytometry; binding response (% of control), % at 10 µM; Guanine nucleotide-binding protein G(o) subunit alpha (Homo sapiens), P09471; 220,000 compounds, 0.35% hits; actives lie on both sides; in the data active means binding response below about 49% or above about 150%; inconclusive means no clear call, values can overlap the other calls; inactive means in between;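 further: fluorescent Galphao held in activated GDP-AlF4 state binding bead-coupled RGS7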
# Bcl-B Bim block: inhibitors of Bim-Bcl-B binding, primary screen, biochemical, multiplexed, human Bcl-2 family | 190,000 compounds, 0.073% hits | inhibition, % at 10 µM | bead-based flow cytometry, Bim peptide-Bcl-B binding | AID 951, 2007 | Bcl-2-like protein 10 (Homo sapiens), Q9HD36;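 further: 0% = tracer peptide without compound and 100% = reference inhibitor peptide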
# Bim-Bcl-W: inhibitors of Bim binding to Bcl-W, primary screen, biochemical, multiplexed, bead-based flow cytometry. Bcl-2-like protein 2 (Homo sapiens), Q92843. Bim peptide-Bcl-W binding. inhibition, % at 10 µM. 190,000 compounds, 0.02% hits;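 further: 0% = bound tracer without compound and 100% = peptide blocker; higher means less fluorescent Bim peptide bound to Bcl-W beads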
# Target sequence (Q92843 whole entry, looked up): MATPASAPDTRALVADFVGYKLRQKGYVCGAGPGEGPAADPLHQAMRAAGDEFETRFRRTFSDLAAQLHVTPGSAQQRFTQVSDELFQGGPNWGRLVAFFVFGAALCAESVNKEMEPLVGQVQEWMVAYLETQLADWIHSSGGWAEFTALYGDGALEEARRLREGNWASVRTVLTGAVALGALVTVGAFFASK
# Bim-Mcl-1: inhibitors of Bim peptide binding to Mcl-1, primary screen, biochemical, bead-based flow cytometry, multiplex. Induced myeloid leukemia cell differentiation protein Mcl-1 (Homo sapiens), Q07820. Bim peptide-Mcl-1 binding. inhibition, % at 10 µM. 190,000 compounds, 0.1% hits. AID 1009, 2008;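 further: 0% = no compound tracer wells and 100% = peptide blocker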
# Numbers without * were called inactive; ? = inconclusive; . = no result given. Unless noted, no stated cut-off is given here; in the data, active means inhibition above about 40%. Hits appear at their usual frequency; any-hit rate near 2.7%.
molecule,Mcl1-Noxa inh,Mcl1 Bid PPI,Bcl-2 Bim block,RGS4-Gao reg,RGS8-Gao,Bfl-1 Bim block,Bcl-XL Bim block,RGS7-Gao reg,Bcl-B Bim block,Bim-Bcl-W,Bim-Mcl-1
CCNC(=S)N1CCN(CCN=CC2=C(O)CC(c3ccco3)CC2=O)CC1 (centres undefined),0,-70,0,104,101,-1,0,98,0,0,0
Cc1cc(C)cc(CC2CC(=O)N(c3cc(C)on3)C2=O)c1 (centres undefined),11,-17,-11,104,103,-12,-8,103,-9,-8,-4
CC1NC(=O)NC1CCCCCC(=O)Nc1ccc(F)c(Cl)c1 (centres undefined),9,5,-5,99,108,-2,-1,97,-1,-1,-5
CN(C(=O)Cc1ccccc1)n1cnnc1,1,-16,-1,100,103,-4,-7,102,-6,-3,-1
Cc1ccc(NC(=O)NCCCl)cc1S(=O)(=O)N1CCOCC1,15,-9,.,103,99,.,.,?,.,.,.
O=C(COC(=O)CCc1c[nH]c(=O)[nH]1)Nc1ccccc1,3,-27,-8,100,99,-11,-6,93,-9,-5,-5
COc1cc(OC)c(OC)cc1CN1CCN(Cc2cccn2C)CC1,29,34,1,116,104,8,3,98,17,7,3
O=C(O)c1ccc(S(=O)(=O)c2ccc(Sc3ccc(C(=O)O)c(C(=O)O)c3)cc2)cc1,35,-4,-3,102,101,-2,-4,105,-2,0,0
O=C(COc1ccccc1)NC(NC(=S)Nc1ccccc1O)C(Cl)(Cl)Cl (centres undefined),0,-22,-1,104,102,0,-3,101,-2,-2,28
CC(=O)Nc1ccc(NC(=O)c2c([N+](=O)[O-])c(C(C)(C)C)nn2C)cc1,8,-18,.,100,99,.,.,?,.,.,.
Cc1cc(NC(=O)Cc2cccs2)no1,102*,32,0,85,99,-4,-3,78,0,0,1
O=C1NC(NS(=O)(=O)c2ccc(Cl)cc2)(C(F)(F)F)C(=O)N1c1ccccc1 (centres undefined),16,-4,1,101,99,-2,-4,98,-4,-3,-1
CC(C)Nc1ccc(Nc2ccnc3cc4ccccc4cc23)cc1,68*,-33,.,96,96,.,.,?,.,.,.
CC(C)Cn1cnc2c(c(-c3ccccc3)c(-c3ccccc3)n2Cc2ccco2)c1=N,-4,-84,-2,106,102,-5,10,102,3,-1,2
CCOC(=O)C1(CC2CC2)CCN(C(=O)c2cccnc2C)CC1,-5,-19,-4,101,99,-6,-4,102,-9,-6,-3
COc1ccc(C2c3ccc(O)cc3Oc3ncn4nc(-c5ccccn5)nc4c32)cc1 (centres undefined),-33,-99,.,90,102,.,.,?,.,.,.
Cc1ccc(C(=O)c2cc(C)sc2NC(=O)CN2CCN(C(=O)c3ccco3)CC2)cc1,5,7,-9,99,98,-11,0,101,-12,1,-2
Cc1c(Br)c(C(F)(F)F)nn1CC(=O)NCCN1CCOCC1,-1,-23,-4,108,119,-1,-5,108,-2,0,-5
O=C(O)C1CCCN(S(=O)(=O)c2ccc(Cl)s2)C1 (centres undefined),18,0,-4,97,95,-5,-2,96,-6,0,0
COC(=O)CSc1nnc(CNC(=O)Cc2ccccc2)n1-c1ccccc1OC,-4,-2,-3,105,101,-6,-6,103,-6,-7,-9
CCn1cc(C(=O)NCCCN2CCCC(C)C2)c(=O)c2cc(S(=O)(=O)N3CCc4ccccc4C3)ccc21 (centres undefined),-4,-6,-3,118,113,-3,-6,117,-5,-2,0
O=C(NNC1CC(=O)N(c2ccccc2)C1=O)c1ccc(COc2ccccc2Cl)o1 (centres undefined),2,-34,-8,97,97,-7,-15,98,-13,-12,-28
O=C(CSC1CN(C(c2ccccc2)c2ccccc2)C1)N/N=C/c1ccc(Cl)cc1Cl,0,-4,.,100,101,.,.,?,.,.,.
Fc1cccc(-c2cc3nc(-c4ccccc4)cc(N4CCC5(CC4)OCCO5)n3n2)c1,-7,-1,-25,105,102,-21,-21,103,-33,-21,-25
Clc1ccc(-c2cc(COc3ccccc3)no2)cc1Cl,-9,3,0,100,101,-2,-1,102,-2,0,-1
Cc1nc(N)nc(COc2ccccc2)n1,9,-28,.,104,101,.,.,?,.,.,.
COC(=O)c1cc(C)sc1NC(=O)C1CC(=O)NN1Cc1ccccc1 (centres undefined),13,-27,-8,98,100,-18,-5,97,-9,-3,-1
CSc1oc(-c2ccco2)nc1S(=O)(=O)c1ccccc1,22,-13,-4,95,96,-3,-3,96,0,-1,-2
Cc1ccc(S(=O)(=O)Nc2ccc(N(C)C)cc2)cc1,73*,-3,5,98,101,4,0,94,11,1,0
CCOC(=O)CC(C(=O)OCC)P(=O)(c1ccccc1)c1ccccc1 (centres undefined),6,-6,-2,99,98,-3,-3,104,-2,-1,-2
CCN(CC)CCn1c(=S)[nH]c2cc(Cl)ccc2c1=O,2,-107,-2,98,101,-2,-5,98,-4,-3,-3
CCC(=O)NC1OC(CO)C(O)C(O)C1O (centres undefined),-4,-11,-2,98,100,-2,1,96,-1,1,-1
CC(C)NC(=O)c1ccc2c(c1)N(CC(=O)N1CCOCC1)C(=O)C(C)(C)O2,-9,-35,0,98,100,0,0,99,1,0,0
Cn1nc(C(=O)Nc2cccc(S(N)(=O)=O)c2)c2ccccc2c1=O,-5,-1,.,107,100,.,.,?,.,.,.
CCOC(=O)c1ccc2c(c1)nc(-c1ccc(F)cc1)c1nccn12,-107,12,.,103,101,.,.,100,.,.,.
S=C1NCCOCCOCCOCCOCCNC(=S)N2CCOCCOCCN1CCOCC2,-11,-52,-3,98,101,-7,-3,107,-5,-3,0
COc1ccc(CC2(CO)CCN(Cc3nc(C(C)C)cs3)CC2)cc1,3,-29,-1,102,105,-6,0,98,-3,2,0
Cc1cc(C)c(C#N)c(SCCS(=O)(=O)c2ccc(C(C)(C)C)cc2)n1,-12,1,-11,.,.,-14,-4,.,-7,-2,-5
O=C1N=C(N2CCCCC2)S/C1=C\c1cn[nH]c1-c1ccccc1,-6,-8,0,101,97,-11,-2,99,-6,-3,0
Cn1c(CNC(=O)c2ccco2)nnc1SCC(=O)Nc1ccc(Br)cc1F,-2,-19,0,101,105,-1,-8,99,-4,-3,-4
CCOc1cc(C2C(C(=O)c3ccco3)=C(O)C(=O)N2CCc2ccccc2)ccc1O (centres undefined),15,-7,-2,98,96,-1,-1,93,-1,0,-3
Fc1ccc2c(Cl)c(-c3nnc(-c4cccs4)o3)sc2c1,27,1,-2,99,100,-11,-8,101,-2,0,-4
COc1ccc(/C(O)=C2\C(=O)C(=O)N(Cc3ccco3)C2c2ccc(OC)cc2OC)cc1 (centres undefined),-6,-28,1,99,98,-1,-1,99,1,0,1
O=C(NC(=S)NCC1CCCO1)c1ccco1 (centres undefined),10,-31,0,102,100,-2,-3,100,-3,-3,0
Cc1ccc(Oc2ncccc2C(=O)NC2CCSC2=O)cc1 (centres undefined),-3,-11,-2,104,101,-3,0,99,-3,0,1
COc1ccc(CCN(C)C(=O)CSc2nnnn2C)cc1OC,10,-15,0,102,99,-5,-2,98,-2,1,0
COc1ccc(CNc2nc(NCc3ccc(OC)cc3)n(C(C)=O)n2)cc1,3,-38,-12,97,100,-18,-5,98,-11,-1,-4
CCOCCc1nnc(NC(=O)CSc2ccccc2)s1,13,8,-5,98,98,-9,0,103,-9,2,-2
COc1ccc(C2CC(=O)C(C=NCCO)=C(O)C2)cc1OC (centres undefined),14,-8,-6,110,109,-10,-4,108,-7,1,1
CCC(=O)Nc1ccc(NC(=S)NC(=O)/C=C/c2ccccc2)cc1,11,-32,-5,96,97,1,0,98,-8,3,-4
O=C1C2C(c3ccccc3)C=CC(c3ccccc3)C2C(=O)N1CCCO (centres undefined),-13,11,2,101,103,-1,-4,105,-1,0,0
COc1ccccc1C(=O)Nc1nnc(C)s1,9,-7,-11,101,102,-13,-6,103,-6,1,-3
C=CCn1c(CCNC(=O)c2cccs2)nnc1SCC(=O)c1ccc(Br)cc1,0,-50,-2,113,105,2,-2,102,-4,-4,-5
Cc1nc(=O)c(-c2ccccc2)c(C)n1CCO,-2,-7,-11,105,102,-20,-7,98,-10,-2,-5
CC(C1CC1)N(Cc1ccccc1)C(=S)Nc1ccccc1Cl (centres undefined),14,-30,-3,95,97,-1,0,92,-7,-4,-2
CCC1(c2ccc(F)cc2)NC(=O)N(CC(=O)c2ccc[nH]2)C1=O (centres undefined),.,-13,-7,99,100,-11,1,100,-6,0,-1
Cc1ccc(C(=O)Nc2ccc(S(=O)(=O)N3CCc4ccccc43)cc2)o1,9,-1,0,98,97,4,-3,97,0,0,0
COc1ccc(NC2c3ccccc3C(=O)N2c2ccccn2)cc1Cl (centres undefined),18,-19,-8,100,102,-13,-3,98,-4,0,0
CC1CCCC(C)N1CCNC(=O)CCn1nc(-c2ccccc2)ccc1=O (centres undefined),0,-15,-7,101,98,-11,-2,99,-5,0,-3
COc1ccc(/C=C/C2=NN(C)C(=O)CC2)cc1,-17,-16,1,102,104,-4,1,100,-1,0,0

# The results go on.
molecule,Mcl1-Noxa inh,Mcl1 Bid PPI,Bcl-2 Bim block,RGS4-Gao reg,RGS8-Gao,Bfl-1 Bim block,Bcl-XL Bim block,RGS7-Gao reg,Bcl-B Bim block,Bim-Bcl-W,Bim-Mcl-1
COC(=O)C1C2C=CC3(CN(Cc4ccco4)C(=O)C13)O2 (centres undefined),-13,-17,-3,92,97,-8,-10,90,-9,-4,-6
CCOC(=O)Cc1nn(CCc2ccccn2)c(=O)c2ccccc12,-11,-42,-5,102,102,-4,-2,98,-1,-5,-2
CCN1CCN(Cc2ccc(NC(=O)Nc3ccccc3Cl)cc2)CC1,19,-6,-6,82,85,-11,-4,77,-6,0,-1
CC1CC(NC(=O)/C(C#N)=C/c2ccc[nH]2)CC(C)(C)C1 (centres undefined),13,-13,.,106,103,.,.,?,.,.,.
Cc1[nH][nH]c(=O)c1C(c1ccc(-c2cccc(Cl)c2)o1)c1c(C)[nH][nH]c1=O,-57,-115,.,95,90,.,.,?,.,.,.
COC(=O)c1cc(OC)c(OC)cc1NCC(=O)Nc1ccc(C)cc1,16,81*,-9,102,101,-6,-6,102,-11,-3,-4
COc1ccc(-n2c(C)n[nH]c2=O)cc1,2,-14,0,101,99,-2,-1,98,0,-1,1

# Screening results: PubChem, several laboratories
